Source: PubChem
TDP1 inh: qHTS Assay for Inhibitors of Tyrosyl-DNA Phosphodiesterase (TDP1). Tyrosyl-DNA phosphodiesterase 1 (Homo sapiens), Q9NUW8. recombinant TDP1, AlphaScreen DNA substrate cleavage. Potency, µM (highest dose often 130 µM), without a hit: at the highest dose activity change, negative = inhibition, actives largely listed as inhibitors. 350,000 compounds, 0.28% hits; also: nearly all actives have a fitted effect of over 40% in size
Target sequence (Q9NUW8 whole entry, looked up): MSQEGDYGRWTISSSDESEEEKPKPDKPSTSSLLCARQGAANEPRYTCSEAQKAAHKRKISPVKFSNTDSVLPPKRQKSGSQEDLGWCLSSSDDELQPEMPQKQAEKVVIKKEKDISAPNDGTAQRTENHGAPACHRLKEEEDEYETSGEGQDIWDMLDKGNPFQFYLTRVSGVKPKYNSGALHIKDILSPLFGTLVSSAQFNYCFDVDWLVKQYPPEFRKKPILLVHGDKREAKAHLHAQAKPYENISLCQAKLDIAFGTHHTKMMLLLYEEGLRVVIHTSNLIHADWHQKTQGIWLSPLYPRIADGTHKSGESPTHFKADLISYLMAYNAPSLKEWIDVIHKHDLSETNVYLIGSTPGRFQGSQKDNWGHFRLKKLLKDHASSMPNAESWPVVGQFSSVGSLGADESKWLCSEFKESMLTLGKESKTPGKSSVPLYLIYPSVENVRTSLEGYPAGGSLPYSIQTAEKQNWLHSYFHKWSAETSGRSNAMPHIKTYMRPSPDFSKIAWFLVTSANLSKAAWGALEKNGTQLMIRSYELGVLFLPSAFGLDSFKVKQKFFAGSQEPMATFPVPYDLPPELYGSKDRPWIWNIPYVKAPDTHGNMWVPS
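Here, a 5' biotin and 3' phosphotyrosine-FITC DNA oligonucleotide reports Tdp1 activity: intact substrate bridges AlphaScreen beads, while cleavage leaves a 3' phosphate and drops signal. All incubations at room temperature.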
N370S GC mod: qHTS Assay for Inhibitors and Activators of N370S glucocerebrosidase as a Potential Chaperone Treatment of Gaucher Disease | Lysosomal acid glucosylceramidase (Homo sapiens), P04062 | N370S GC spleen homogenate, 4MU-glucoside fluorescence | Potency, µM (series often up to 59.4 µM), for inactives: at the top dose activity change, negative = inhibition, hits mostly inhibitors | 330,000 compounds, 0.092% hits;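 also: 0% = full enzyme activity and -100% = no enzyme basal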
Starred values were filed as active, the others as inactive; & = joins results of further samples; [ ] = remark or other dose. Calls follow the shape of the dose curve; as a rule, active = well fitted curve in the direction sought with a large enough effect; inconclusive = small, poorly fitted or top-dose-only effect, or another doubt; inactive = no such curve, though single readings can be large; an effect the other way counts as inactive or inconclusive. Unless noted, % is scaled to controls: 0 for no effect and ±100 for the full control effect; potency is read from the fitted curve at half-maximal effect. Some of the compounds tested; rates above refer to the full screens.

What do the screens show for `CC1(C)S[C@@H]2[C@H](NC(=O)COc3ccccc3)C(=O)N2C1C(=O)OCc1cc2ccccc2n1S(=O)(=O)c1ccccc1` (stereo partly drawn)?
N370S GC mod: -11%

How did COc1ccc(NC(=O)N2CC[C@@]3(CCCN(C(=O)c4c(C)noc4C)C3)C2)cc1 do in these assays?
N370S GC mod: 8%

What do the screens show for `O=C(c1cccc(F)c1)N1CCC2(CCN(Cc3ccccc3)CC2)CC1`?
N370S GC mod: 6%

What do the screens show for `CC(C)NC(=O)N1CCCC2(CCN(S(=O)(=O)c3ccccc3)CC2)C1`?
N370S GC mod: -7%

How did Cc1ccccc1-c1nc(N2CCNCC2)c2ccccc2n1 do in these assays?
N370S GC mod: -6%

How did COc1cccc(Cn2c(=O)c(CCc3ccccc3)nc3cnc(N4CCN(C)CC4)nc32)c1 do in these assays?
N370S GC mod: inconclusive

How did COc1ccccc1CNc1ncnc2ccc(-c3ccccc3C#N)cc12 do in these assays?
N370S GC mod: 2%

How did CN(C)c1ncc2nc(-c3cc(F)cc(F)c3)c(=O)n(-c3ccccc3)c2n1 do in these assays?
N370S GC mod: 1%

How did COc1ccccc1-c1nccc(NCc2cccnc2)n1 do in these assays?
N370S GC mod: -3%

Results for COc1cccc(Cn2c(=O)c(CCc3ccccc3)nc3cncnc32)c1 ?
N370S GC mod: 0%

Quoted from the results shown for reference:
How did Cc1ccccc1-c1nc(N2CCNCC2)c2ccccc2n1 do in these assays?
N370S GC mod: -6%

How did COc1cccc(Cn2c(=O)c(CCc3ccccc3)nc3cnc(N4CCN(C)CC4)nc32)c1 do in these assays?
N370S GC mod: inconclusive

How did COc1ccccc1CNc1ncnc2ccc(-c3ccccc3C#N)cc12 do in these assays?
N370S GC mod: 2%

How did CN(C)c1ncc2nc(-c3cc(F)cc(F)c3)c(=O)n(-c3ccccc3)c2n1 do in these assays?
N370S GC mod: 1%

How did COc1ccccc1-c1nccc(NCc2cccnc2)n1 do in these assays?
N370S GC mod: -3%

Results for COc1cccc(Cn2c(=O)c(CCc3ccccc3)nc3cncnc32)c1 ?
N370S GC mod: 0%

New compounds follow
What do the screens show for `N#Cc1cccc(-c2ccc3ncnc(NCc4cccs4)c3c2)c1`?
N370S GC mod: -3%

How did N#Cc1ccc(CN2CCC3(CC2)CCN(C(=O)c2csnn2)CC3)cc1 do in these assays?
N370S GC mod: -4%

What do the screens show for `COCCn1c(=O)c(-c2ccccc2)nc2cnc(Nc3ccccc3)nc21`?
N370S GC mod: -2%

What do the screens show for `COc1cccc(-c2nc(NCCN3CCOCC3)c3ccccc3n2)c1`?
N370S GC mod: -15%

How did O=C(c1cnccn1)N1CCC2(CC1)CCN(c1ccncc1)CC2 do in these assays?
N370S GC mod: 15%

What do the screens show for `O=C(c1cc(C(F)(F)F)cc(C(F)(F)F)c1)N1CCC[C@@]2(CCN(c3ccccc3)C2)C1`?
N370S GC mod: 8%

What do the screens show for `Fc1cccc(CNc2ncnc3ccc(-c4ccccc4Cl)cc23)c1`?
N370S GC mod: -6%

How did COc1ccc(-c2nc3cnc(OC)nc3n(C[C@H]3CCCO3)c2=O)cc1 do in these assays?
N370S GC mod: 3%

What do the screens show for `Cc1cccc(CNc2cc(-c3ccccc3Cl)ncn2)c1`?
N370S GC mod: inconclusive

How did CN1CCN(c2ncc3nc(-c4ccccc4)c(=O)n(CCC#N)c3n2)CC1 do in these assays?
N370S GC mod: -3%

Results for COc1ccc([C@]23Cc4cc(C#N)ccc4C(O2)C2=C(CC4(CCCCC4)OC2=O)O3)cc1 ?
N370S GC mod: -5%[12.8 µM]

What do the screens show for `FC(F)(F)c1ccccc1-c1nc(N2CCOCC2)c2ccccc2n1`?
N370S GC mod: -7%

How did Cc1c(CC(=O)N[C@@H](CCCNC(N)=O)C(=O)O)c(=O)oc2cc3oc4c(c3cc12)CCCC4 do in these assays?
N370S GC mod: inconclusive

Results for O=C(c1ccco1)N1CCC2(CCN(Cc3nccs3)CC2)CC1 ?
N370S GC mod: -4%

What do the screens show for `CN(C)C(=O)c1ccc(-c2cc(NCc3cccnc3)ncn2)cc1`?
N370S GC mod: 11%

How did COc1ccc(C2Nc3ccc(Cl)cc3C(=O)N2Cc2ccccc2)cc1COc1ccc(NC(C)=O)cc1 (stereo not drawn) do in these assays?
TDP1 inh: -14%

Results for Cc1ccc2c(c1)-n1c(nc3ccccc3c1=O)C(Cc1ccc(O)cc1)NC2=O (stereo not drawn) ?
TDP1 inh: 2%

Results for CNC[C@H](Cc1cccc2ccccc12)NC[C@H](CCSC)NCC1CCC(C(C)(C)C)CC1 (stereo partly drawn) ?
TDP1 inh: 4%

How did C#Cc1cccc(Nc2ncnc3cc(OCCOC)c(OCCOC)cc23)c1 do in these assays?
TDP1 inh: 6%

What do the screens show for `O=C1c2ccccc2NC(c2ccccc2O)N1Cc1ccccc1` (stereo not drawn)?
TDP1 inh: -1%

Results for COc1ccc(CN(Cc2ccccc2)C(=O)c2ccccc2O)cc1COc1ccc(NC(C)=O)cc1 ?
TDP1 inh: -13%

How did O=C(OCC#CCSc1nnc(-c2cccc3ccccc23)o1)c1cc(F)c(F)c(F)c1 do in these assays?
TDP1 inh: -7%

How did O=C(CNC(=O)c1ccccc1)N[C@@H](C(=O)Nc1cc(C(F)(F)F)ccc1Cl)c1ccccc1 do in these assays?
TDP1 inh: -2%&-9%

What do the screens show for `N#CCC(=O)NN`?
TDP1 inh: 3%

What do the screens show for `CC(=O)OC[C@]12CC[C@H]3[C@@](C)(CC[C@H]4C(C)(C)CCC[C@]34C)[C@@H]1C[C@H](C1=CC(=O)O[C@H]1OC(C)=O)O2`?
TDP1 inh: -5%

What do the screens show for `O=S(=O)(c1ccc2c(c1)OCCO2)N1CCN(S(=O)(=O)c2cc(F)c(Br)cc2F)CC1`?
TDP1 inh: 0%

What do the screens show for `C=CCN1CCCC1CNC(=O)c1cc(S(N)(=O)=O)cc(OC)c1OC` (stereo not drawn)?
TDP1 inh: 7%

What do the screens show for `COc1ccc2c(c1)Oc1ncn(CCN3CCOCC3)c(=N)c1C2c1ccc(OC)c(OC)c1` (stereo not drawn)?
TDP1 inh: 2%

What do the screens show for `Nc1nc(-c2cccnc2)nn1C(=O)c1ccco1`?
TDP1 inh: -2%

What do the screens show for `COc1cccc(CN2C(=O)c3ccccc3NC2c2ccc(OC)c(COc3ccc(NC(C)=O)cc3)c2)c1` (stereo not drawn)?
TDP1 inh: 1%

What do the screens show for `Cc1c(P(=S)(c2ccccc2)c2ccccc2)c2ccccc2n1C(=O)NCc1ccc(F)cc1`?
TDP1 inh: 0%

What do the screens show for `Cc1ccc(NS(=O)(=O)c2cccc(C(=O)O)c2)cc1C`?
TDP1 inh: 3%

How did COc1cccc(C2c3c(ncn(-c4ccc(F)cc4)c3=N)Oc3ccc4ccccc4c32)c1 (stereo not drawn) do in these assays?
TDP1 inh: 4%

How did N#Cc1ccccc1OC1=NS(=O)(=O)c2ccccc21 do in these assays?
TDP1 inh: 2%

Results for CC1NC(=O)c2ccccc2-n2c1nc1cc(F)ccc1c2=O (stereo not drawn) ?
TDP1 inh: -1%

How did C[C@]12CC[C@@H]3c4ccc(O)cc4CC[C@H]3[C@@H]1C[C@H](O)C2O (stereo partly drawn) do in these assays?
TDP1 inh: 0%

Results for Cc1cc(NS(=O)(=O)c2ccc3c(c2)CCC(=O)N3)ccc1Cl ?
TDP1 inh: 0%

How did O=C(CN1C(=O)N/C(=C\c2cccn2-c2cccc(C(=O)O)c2)C1=O)Nc1ccccc1F do in these assays?
TDP1 inh: -7%

What do the screens show for `CC(C)CC1NC(=O)c2cc(Cl)ccc2-n2c1nc1ccccc1c2=O` (stereo not drawn)?
TDP1 inh: 0%

Results for CCCCCCCCCCCCCCCC(=O)OC(C)C ?
TDP1 inh: -4%

How did O=C(c1ccccc1O)N(Cc1ccco1)Cc1ccco1 do in these assays?
TDP1 inh: -3%

What do the screens show for `O=C1CCCC2=C1C1(CCC1)N=C(Nc1nc3ccccc3o1)N2`?
TDP1 inh: 1%

How did COc1ccc(C2Nc3ccccc3C(=O)N2Cc2cccc3ccccc23)cc1COc1ccc(NC(C)=O)cc1 (stereo not drawn) do in these assays?
TDP1 inh: 2%

Results for O=C(OCC#CCSc1nnc(-c2cccc3ccccc23)o1)c1ccccc1 ?
TDP1 inh: -6%

What do the screens show for `O=S(=O)(NCCNc1nc(-c2ccco2)nc2ccccc12)c1ccccc1`?
TDP1 inh: 3%

How did COc1ccc(C(=O)N(Cc2ccco2)Cc2ccco2)c(O)c1 do in these assays?
TDP1 inh: -7%

What do the screens show for `COc1ccc(C2Nc3ccccc3C(=O)N2CCc2ccc(Cl)cc2Cl)cc1COc1ccc(NC(C)=O)cc1` (stereo not drawn)?
TDP1 inh: 1%

What do the screens show for `O=S1(=O)N=C(Oc2ccc(C(F)(F)F)cc2)c2ccccc21`?
TDP1 inh: 1%

Results for NC(=O)C(=O)N/N=C/c1ccc([N+](=O)[O-])o1 ?
TDP1 inh: 4%

How did COc1ccc(C2Nc3ccccc3C(=O)N2Cc2cccc(-c3ccccc3)c2)cc1COc1ccc(NC(C)=O)cc1 (stereo not drawn) do in these assays?
TDP1 inh: 1%

How did CN1C(C(=O)Nc2ccccn2)C(=O)c2sc(Cl)cc2S1(=O)=O (stereo not drawn) do in these assays?
TDP1 inh: 4%

Results for CCOC(=O)Cc1ccc(-c2ccccc2)cc1 ?
TDP1 inh: -2%

What do the screens show for `CCCCSc1nnc2c(n1)OC(C(=O)c1ccccc1)Nc1ccccc1-2` (stereo not drawn)?
TDP1 inh: 8%

How did COc1ccc(C2Nc3ccccc3C(=O)N2Cc2ccc(Cl)cc2)cc1COc1ccc(NC(C)=O)cc1 (stereo not drawn) do in these assays?
TDP1 inh: 0%

What do the screens show for `CN(Cc1cccs1)c1ncnc2ccc(-c3ccc4c(c3)OCO4)cc12`?
TDP1 inh: -6%

How did Cn1ccc2cc(S(=O)(=O)N3CCN(S(=O)(=O)c4c(F)cccc4F)CC3)ccc21 do in these assays?
TDP1 inh: -5%

Results for CC(C)c1cc2c(s1)c1cnn(Cc3ccccc3F)c(=O)c1n2C ?
TDP1 inh: -5%

Results for N#C[C@H]1[C@H](c2ccccc2)[C@](C#N)(C(=O)c2ccccc2)[C@@H]2C=Cc3ccccc3N21 ?
TDP1 inh: 0%

What do the screens show for `COc1ccc(C2c3c(ncn(Cc4ccccc4)c3=N)Oc3ccc4ccccc4c32)cc1OC` (stereo not drawn)?
TDP1 inh: 10%

Results for COc1ccc(C2Oc3ccccc3C(=O)N2Cc2ccccc2)cc1COc1ccc(NC(C)=O)cc1 (stereo not drawn) ?
TDP1 inh: 1%

Results for Cc1cccc([S+](=O)([O-])NC2CCN(C#N)CC2)c1 ?
TDP1 inh: 0%

What do the screens show for `O=C(CNC(=O)c1ccc(-c2ccccc2)cc1)OC(C(=O)Nc1cc(C(F)(F)F)ccc1Cl)c1ccccc1` (stereo not drawn)?
TDP1 inh: 1%

How did Oc1ccc(/C=C/c2c(F)cccc2F)c2cccnc12 do in these assays?
TDP1 inh: -17%

What do the screens show for `Cc1ccc(NS(=O)(=O)c2ccc3[nH]c(=O)[nH]c3c2)cc1C`?
TDP1 inh: 1%

Results for O=C(CNC(=O)c1ccc([N+](=O)[O-])cc1)OC(C(=O)Nc1cc(C(F)(F)F)ccc1Cl)c1ccccc1 (stereo not drawn) ?
TDP1 inh: 1%

Results for Cc1ccc(NS(=O)(=O)c2cc3c(cc2F)NC(=O)CC3)cc1C ?
TDP1 inh: 0%

How did COc1cc(F)c(S(=O)(=O)N2CCN(S(=O)(=O)c3ccc(NC(C)=O)cc3)CC2)c(F)c1 do in these assays?
TDP1 inh: 0%

How did Oc1ccc(CNc2ccccc2C(F)(F)F)c2cccnc12 do in these assays?
TDP1 inh: 0%

What do the screens show for `CC(=O)c1ccc(-c2csc(N3CCC(C(N)=O)CC3)n2)cc1`?
TDP1 inh: 2%

What do the screens show for `COC1C(OC(=O)/C=C/C=C/C=C/C=C/C(=O)O)CCC2(CO2)C1C1(C)OC1CC=C(C)C` (stereo not drawn)?
TDP1 inh: -6%

What do the screens show for `CCCc1ccc(C(=O)O)cc1`?
TDP1 inh: 6%

How did COc1ccc2[nH]c3c(c2c1)CCN1C(=O)C(CC(=O)NC/C=C(\C)CCC=C(C)C)C[C@H](C(=O)N2CCCCC2)[C@@]31C (stereo partly drawn) do in these assays?
TDP1 inh: 0%[56.1 µM]

How did COc1cccc(C2c3c(ncn(-c4cccc(F)c4)c3=N)Oc3ccc4ccccc4c32)c1 (stereo not drawn) do in these assays?
TDP1 inh: 4%

How did CC(=O)NC1[C@H](O)C[C@@](O)(C(=O)O)O[C@H]1[C@H](O)[C@H](O)CO (stereo partly drawn) do in these assays?
TDP1 inh: -1%

How did O=C1c2ccccc2C(=O)N1c1cccc2ccncc12 do in these assays?
TDP1 inh: 2%

Results for Cn1c(=O)[nH]c(=O)c2c1nc(N1CCCC1)n2CCSc1nc2ccccc2[nH]1 ?
TDP1 inh: -1%

What do the screens show for `O=C(O)[C@@H]1CCCN1`?
TDP1 inh: 0%

Results for O=C(NCc1cc(C(F)(F)F)ccc1Cl)c1cccc2c1C(=O)c1ccc(-c3ccc(OC(F)(F)F)cc3)cc1S2(=O)=O ?
TDP1 inh: 0%
